TTR transcr act – TTR transcription activation, primary screen; SH-SY5Y TTR promoter Gaussia luciferase, luminescence; 100% = recombinant luciferase protein wells; activation, % at 16.7 µM; hit rate 1.3% among 92,000;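 active means activation above the mean of all tested compounds plus 3 SD, cut at about 9.5% in these data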;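 further: cells exposed to compounds for one day before reading; 0% = median of all test compound wells on the plate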
* = called active by the depositor.

TTR transcr act,SMILES
-0.8,Cc1ccc(CNC(=O)c2ccc(NC(=O)C3=CSCCO3)cc2)cc1
0.7,CC(/C=N/n1c(-c2n[nH]c3c2CCC3)n[nH]c1=S)=C\c1ccco1
-2.1,N#CCCN1CCCc2cc(N=Nc3ccc(C(F)(F)F)cc3)ccc21
-0.1,CCCn1c(SCC(=O)N2CCc3ccccc32)n[nH]c1=O
1.8,Cc1ccccc1S(=O)(=O)N1[C@@H](c2ccc(F)cc2)C(C(=O)O)=CC[C@H]1c1ccc(Cl)cc1
-0.1,CCCC(=O)NCn1nnc(-c2ccc(Cl)cc2)n1
2.7,NC(=O)C1CCCN(C(=O)CCCNC(=O)c2ccc(Cl)cc2)C1 (stereo not drawn)
-2.4,Cc1cc(C(=O)CSc2n[nH]c(N)n2)c(C)n1-c1cccc(F)c1
-0.9,CC1(NC(=S)Nc2ccc(NC(=S)NC3(C)CCS(=O)(=O)C3)cc2)CCS(=O)(=O)C1 (stereo not drawn)
0.7,COc1ccc(CNS(=O)(=O)NCc2ccc(C)cc2)cc1OC
-0.6,Cc1cc(OCCCCNC(C)C)cc(C(C)C)c1
0.1,CCOc1ccc(S(=O)(=O)NCCC(=O)NCC(c2ccco2)N2CCCCC2)cc1 (stereo not drawn)
0.1,O=C(NCc1ccncc1)C(=O)NCc1ccncc1
1.7,O=C(Cc1cnn(-c2ccccc2)c1)c1ccc(O)c(O)c1O
0.4,COc1ccc(C2Nc3ccccc3C(=O)N2c2ccc(C)cc2)cc1COc1ccccn1 (stereo not drawn)
-0.2,CC1=C(C(=O)Nc2ccccc2C(=O)N2CCC(C)CC2)SCCO1
0.3,O=c1cc(O)nc(SCc2ccccc2)n1-c1ccc(Cl)cc1
-0.9,CC(C)N(C)CCOC(=O)C1COc2ccccc2O1 (stereo not drawn)
3.5,CCOC(=O)c1cc2c(c(CCO)n1)[C@@H](CCO)N(S(=O)C(C)(C)C)C2 (stereo partly drawn)
-0.8,COc1ccc(S(=O)(=O)N2CCC(C(=O)Nc3cccc(C(C)=O)c3)CC2)cc1C
1.7,CCOc1ccccc1OCCCC(=O)Nc1sccc1C(N)=O
3.1,Cc1ccc(CNC(=O)Cn2cnc3c(NC(=O)OCc4ccccc4)ncnc32)o1
1.3,O=C1C2CC=CCC2C(=O)N1c1ccc(NCCc2ccccc2F)c([N+](=O)[O-])c1 (stereo not drawn)
-2.0,O=C(O)C1CCCCC1C(=O)NC1CCCCC1 (stereo not drawn)
0.2,O=C(CSc1nc2ccccc2[nH]1)N/N=C/C=C\c1ccccc1[N+](=O)[O-]

(further entries)
TTR transcr act,SMILES
0.3,CCOC(=O)Cn1nc(-c2ccccc2)ccc1=O
-1.9,CCCCCCCn1c(=N)n(CC(=O)c2ccco2)c2ccccc21
4.8,CCOC(=O)C1=C(C)N=C2SC(C)C(=O)N2C1c1ccccc1 (stereo not drawn)
-1.3,O=C(N=Nc1c(O)[nH]c2ccccc12)c1cccc(S(=O)(=O)Nc2ccccc2Cl)c1
-5.8,CCCCNc1c(-c2ccc(OC)c(SC(C)CC)c2)nc2cc(C)ccn12 (stereo not drawn)
-0.3,COc1ccc(CC(=O)OCC(=O)Nc2cccc(Br)c2)cc1
4.2,Cc1nc2ccc(S(=O)(=O)NCC(=O)O)cc2s1
1.7,Cc1cc(-c2c(C)[nH]n(-c3ccccc3)c2=O)n(-c2ccccc2)n1
3.7,O=C(N/N=C/c1ccc(-c2cccc(C(F)(F)F)c2)o1)c1cccc(F)c1
9.2,O=C(NN=Cc1cccc([N+](=O)[O-])c1)c1cc(-c2cccnc2)nc2ccccc12
-0.8,NC(=S)NNC(=O)Nc1cccc(Cl)c1
-1.6,COc1cc(/C=C/C(=O)OCC(=O)NC(=O)NC(C)(C)C)ccc1OCC#N
-1.3,O=C(NCCCN1CCc2ccccc2C1)C1CCN(S(=O)(=O)N2CCCC2)CC1
0.9,O=C(c1ccc(S(=O)(=O)N2CCCC2)cc1)N1CCC(CN2C(=O)c3cccc4cccc(c34)C2=O)CC1
2.5,CCCN(C(=O)CSCC(=O)Nc1cccc(C)c1)c1c(N)n(Cc2ccccc2)c(=O)[nH]c1=O
1.1,Cc1cc(C)c2c(-n3cccc3)c(NC(=O)OCc3ccccc3)sc2n1
6.3,Nc1nonc1-n1nnc(C(=O)N/N=C/c2ccccn2)c1-c1ccccc1
0.2,CC(=O)c1c(C)[nH]c(C(=O)OCC(=O)N2CCc3ccccc32)c1C
2.4,Cc1noc(C)c1NC(=O)N(C)C[C@H]1OCCCC[C@@H](C)Oc2ccc(NS(=O)(=O)c3ccccc3)cc2C(=O)N([C@H](C)CO)C[C@@H]1C
6.7,NC(=O)CC(NC(=O)Cc1cccc2ccccc12)c1ccc(NCCc2cccc(F)c2)c([N+](=O)[O-])c1 (stereo not drawn)
3.5,CCc1nc2ccc(C(=O)N3CCN(C(C)=O)CC3)cn2c1N(CCC(C)C)CCN(C)C
2.7,Cc1ccc(C(=O)NCCSc2snnc2C)cc1
0.7,Cc1ccc(-n2c(Cc3cccn3C)nnc2SCC(=O)Nc2nnc(C)s2)cc1
0.3,COC(=O)CN1CC(=O)N(c2ccccc2)C1=S
2.4,COC(=O)CNC(=O)CCc1nnc(C2(c3ccc(Cl)cc3)CCC2)o1

Another view of some results above.
CCOC(=O)C1=C(C)N=C2SC(C)C(=O)N2C1c1ccccc1 (stereo not drawn)
  TTR transcr act: 4.8
Cc1noc(C)c1NC(=O)N(C)C[C@H]1OCCCC[C@@H](C)Oc2ccc(NS(=O)(=O)c3ccccc3)cc2C(=O)N([C@H](C)CO)C[C@@H]1C
  TTR transcr act: 2.4
COC(=O)CN1CC(=O)N(c2ccccc2)C1=S
  TTR transcr act: 0.3
COC(=O)CNC(=O)CCc1nnc(C2(c3ccc(Cl)cc3)CCC2)o1
  TTR transcr act: 2.4

In the list so far, these contain a Cl atom.
TTR transcr act,SMILES
1.8,Cc1ccccc1S(=O)(=O)N1[C@@H](c2ccc(F)cc2)C(C(=O)O)=CC[C@H]1c1ccc(Cl)cc1
-0.1,CCCC(=O)NCn1nnc(-c2ccc(Cl)cc2)n1
2.7,NC(=O)C1CCCN(C(=O)CCCNC(=O)c2ccc(Cl)cc2)C1 (stereo not drawn)
0.3,O=c1cc(O)nc(SCc2ccccc2)n1-c1ccc(Cl)cc1
-1.3,O=C(N=Nc1c(O)[nH]c2ccccc12)c1cccc(S(=O)(=O)Nc2ccccc2Cl)c1
-0.8,NC(=S)NNC(=O)Nc1cccc(Cl)c1
2.4,COC(=O)CNC(=O)CCc1nnc(C2(c3ccc(Cl)cc3)CCC2)o1

(further entries)
TTR transcr act,SMILES
1.6,O=C1N[C@@H](Cc2ccccc2)C(=O)N2[C@H]1C[C@]1([C@]34C[C@H]5C(=O)N[C@@H](Cc6ccccc6)C(=O)N5[C@H]3N(S(=O)(=O)c3ccccc3)c3ccccc34)c3ccccc3N(S(=O)(=O)c3ccccc3)[C@H]21
6.4,COC(=O)c1cc(S(=O)(=O)NCc2cccc(Br)c2)c[nH]1
1.9,COc1cc(C(=O)Nc2cc(-c3cn4cccnc4n3)ccc2C)cc(OC)c1OC
2.5,Cc1ccc(CN2C(=O)COc3cc(NS(C)(=O)=O)ccc32)cc1
-2.7,CCC(=O)NC(c1cc(Cl)c2ccccc2c1O)C1CC1 (stereo not drawn)
0.1,COc1cc2c(cc1OC)CN(C(=O)CSc1ccccc1C)CC2
-3.3,COc1ccc(C)cc1N(C(=O)c1ccccc1F)c1nc2ccccc2s1
1.7,CC(=O)Nc1ccc(-n2cnnn2)cc1
-0.3,CC(=O)c1ccc(N(CC(=O)NC2CCCC2)C(=O)c2csnn2)cc1
0.1,Nc1sc2c(c1C(=O)NC1CCS(=O)(=O)C1)CCCC2 (stereo not drawn)
-2.3,O=C(CSc1n[nH]c(-c2ccco2)n1)Nc1sc2c(c1C(=O)Nc1ccccc1)CCCC2
-0.6,Cc1cc(=O)[nH]c(SCC(=O)NC(c2ccccc2)c2ccccc2)n1
-0.5,Cc1nc(SCc2nc3ccccc3[nH]2)c2oc3ccc(Br)cc3c2n1
2.3,OCCC#Cc1ccc(CN2CCN(CCc3ccccc3)C(CCO)C2)cc1 (stereo not drawn)
2.4,COc1cccc(C(=O)COc2ccc3c(C)c(Cc4ccccc4)c(=O)oc3c2)c1
1.7,CCn1cc(C(=O)Nn2cnnc2)c(=O)c2ccc(C)nc21
0.4,NC(=O)N/N=C/c1cc(Br)ccc1OCC(=O)NCc1ccccc1
-0.2,Cc1noc(C)c1CSc1nnnn1-c1ccc(Cl)cc1
-4.5,Cc1ccc(CN2C(=O)CCC2C(=O)NCCCN2CCOCC2)cc1 (stereo not drawn)
-0.7,O=C(Nc1nc(OCC(F)(F)F)cnc1/C=C\c1ccccc1)c1ccsc1
0.8,CN1C2=NC(c3ccc4ccccc4c3)CC(=O)N2/C(=C\c2ccccc2)C1c1ccccc1C(F)(F)F (stereo not drawn)
-0.4,CC(c1ccccc1)C1CC(=O)N(C2CCCCC2)C1=O (stereo not drawn)
15*,COc1ccc(OC)c(NC(=O)C2CCC(CNc3c(N4CCC(C)CC4)c(=O)c3=O)CC2)c1 (stereo not drawn)
-1.6,Cc1c(C(=O)NC(C)CN2CCCCC2)oc2ccccc12 (stereo not drawn)
3.7,Cc1cc(=O)oc2cc(OCC(=O)Nc3nnc(C(C)C)s3)ccc12

The listing continues.
TTR transcr act,SMILES
1.1,CCOC(=O)c1[nH]c2cc(OC)c(OC)cc2c1NC(=O)c1nonc1C
-0.9,CCOc1ccc(CCNC(=O)c2cc(-c3ccccc3)c(N3CCOCC3)s2)cc1OC
0.9,CCOC(=O)/C(=C\c1cn(C)c2ccccc12)[N+](=O)[O-]
1.8,COc1ccc(-c2cn(Cc3ccc([N+](=O)[O-])cc3)nn2)cc1
-1.0,O=C(NCCN1C(=O)S/C(=C\c2ccc(F)cc2)C1=O)c1cccc(S(=O)(=O)N2CCOCC2)c1
0.7,O=C(c1ccc([N+](=O)[O-])cc1)N1CCc2ccccc21
-1.0,COc1ccc(C(=O)Oc2ccc(/C=N/NC(=O)Cc3ccc([N+](=O)[O-])cc3)cc2)cc1
0.9,C[C@H](NC(=O)[C@H]1N2C(=O)c3ccccc3C2SC1(C)C)C(=O)NCC1CCCO1 (stereo partly drawn)
0.3,Cc1ccc(OCCn2c(CCNC(=O)C3CCCCC3)nc3ccccc32)cc1
-1.1,CCn1nc(C(C)C)cc1C(=O)N1CCCC(CO)(Cc2ccc(F)cc2F)C1 (stereo not drawn)
-0.3,CCCCn1c(N)c(N(CCC(C)C)C(=O)COC(=O)c2cccnc2SC)c(=O)[nH]c1=O
-1.1,COc1ccc(N2Cc3cccc(C(=O)N4CCOCC4)c3C2=O)cc1
1.7,Cc1ccc(S(=O)(=O)N(C)C2(C)CCS(=O)(=O)C2)cc1 (stereo not drawn)
-0.7,c1ccc(Cn2nnnc2CN2CCOCC2)cc1
2.3,FC(F)(F)c1ccc(Cl)c(NC2=NCCCCC2)c1
0.3,Cc1cccc(NC(=O)CSc2nnc(C)c(=O)n2N)c1
0.8,CSC1=N/C(=C\c2ccccc2C)C(=O)S1
0.7,Cn1c(=O)c(-c2cccc(Cl)c2)c(O)c2ccccc21
1.7,CN(C(=O)CSc1nc2cc(Cl)ccc2c(=O)n1Cc1ccco1)C1CCS(=O)(=O)C1 (stereo not drawn)
0.7,COc1cccc(NC(=O)CC(C)=O)c1
0.9,CC(=O)COC(=O)c1cc(-c2ccc(C)cc2)nc2ccccc12
3.9,Cc1ccc(-n2nc3c(c2NC(=O)CCC2CCCCC2)CS(=O)C3)cc1 (stereo not drawn)
-2.8,Cc1cc(N/N=C/c2ccc(N(C)C)cc2)nc(NCc2ccccc2)n1
-1.9,CN1CCN(c2ccccc2NC(=O)c2ccc(N3CCCC3)c([N+](=O)[O-])c2)CC1
1.9,O=C(Nc1ccc2[nH]ncc2c1)c1ccccc1

Carrying on:
TTR transcr act,SMILES
0.8,CCOC(=O)C(Cc1ccccc1)NC(=O)CCc1nnc2ccc(N3CCCC3)nn12 (stereo not drawn)
-0.8,COc1cc(/C=N/NC(=S)Nc2cccc(S(=O)(=O)N(C)C)c2)ccc1O
-2.6,COc1ccc(/C(N)=N/OC(=O)c2cccc([N+](=O)[O-])c2)cc1
0.2,Cc1ccc(C(=O)c2c(NC(=O)CSc3nnc(N)s3)sc3c2CCCC3)cc1
2.1,Cc1nc2nc(SCc3ccc([N+](=O)[O-])cc3)[nH]c2cc1Br
-0.6,CC(C)(C)c1ccc(C(=O)NNC(=O)C2CCCCC2)cc1
-0.3,CCCCn1nnnc1C1(C)CCC(=O)N1Cc1ccco1 (stereo not drawn)
6.8,CCOC(=O)c1[nH]c(C)c(C)c1C
-2.3,COC(=O)[C@]12C[C@H](CC(=O)NCC34CC5CC(CC(C5)C3)C4)C(=O)N(Cc3ccco3)C1=C[C@H](C(C)C)O[C@@H]2C1CC1
-1.4,CC1(C)Cc2c(c(=S)nc(-c3ccccc3)n2Cc2cccnc2)CO1
2.9,O=C(NCc1cccc(C(F)(F)F)c1)O[C@H]1CC[C@@]23CCCN2C(=O)CCC[C@H]3C1
-1.5,NC(=O)c1ccsc1NC(=O)CCS(=O)(=O)c1ccc(Cl)cc1
-0.9,COc1ccc(C2=Nc3ccccc3N(C(=O)c3ccc4ncccc4c3)C2C(=O)NC2CCCC2)cc1 (stereo not drawn)
0.8,Cc1cccc(NC(=O)[C@H](Cc2ccccc2)NC(=O)[C@@H]2Cc3ccccc3CN2)c1
0.0,NC(=O)c1ccc(NC(=O)C2CCCO2)cc1 (stereo not drawn)
5.9,COc1ccc(C(=O)NC(=O)CSc2nnc(-c3ccco3)n2-c2ccccc2)cc1
-0.6,CC(Sc1nc2ccccc2o1)C(=O)O (stereo not drawn)
-1.4,COc1ccc(-c2ccc3[nH]c4c(c3c2)CCN2C[C@H]3[C@H](C)ON(C)[C@H]3C[C@@H]42)cc1
-0.5,O=c1[nH]c(SCc2cccc(F)c2)nc2ccccc12

Part of the list above, tab-delimited:
SMILES	TTR transcr act
O=C(NCc1cccc(C(F)(F)F)c1)O[C@H]1CC[C@@]23CCCN2C(=O)CCC[C@H]3C1	2.9
NC(=O)c1ccsc1NC(=O)CCS(=O)(=O)c1ccc(Cl)cc1	-1.5

From PubChem BioAssay

An excerpt, so the mix of outcomes need not match the whole.
